OPRM1-OPRD1 inv: mu-delta opioid heterodimer inverse agonism; P35372+P41143; cell-based MOR-DOR heterodimer luminescence; 340,000 compounds, 0.21% hits; inhibition, % at 9.3 µM; in the data active = inhibition above about 22%, passing the limit was not always enough;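 also: 0% = cells with DMSO and 100% = wells without cells with DMSO; values of inactives mirror those of a sister screen read the other way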
HTR5A inv ag: counter-screen for OPRM1-OPRD1 inverse agonists: human HTR5A inverse agonism; 340,000 compounds, 0.083% hits; HTR5A cell line, luminescence; inhibition, % at 9.3 µM; in the data active = inhibition mostly above about 23%, no sharp cut-off; inactive = mostly below about 18%;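 also: 0% = cells with DMSO and 100% = no-cell wells with DMSO; some compounds called inactive have numbers as strong as hits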
OPRM1-OPRD1 ag: agonists of human mu-delta opioid receptor heterodimerization; P35372+P41143; cells, OPRM1-OPRD1 heterodimerization, luminescence; activation, % at 9.3 µM; 340,000 compounds, 0.3% hits; AID 504326; in the data active = activation above about 18%;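 also: 0% = vehicle-treated cells and 100% = reference agonist; values of inactives mirror those of a sister screen read the other way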
PfHsp90 yeast 2: growth inhibition of yeast expressing Plasmodium Hsp90. inhibition, % at 9.4 µM. 310,000 compounds, 0.32% hits. S. cerevisiae expressing PfHsp90, BacTiter-Glo ATP, 48 h; yeast lacking PDR1 and PDR3 efflux regulators. AID 504621;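 active = every replicate shows inhibition above about 80%, whatever the replicate mean, limit read from the data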;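 also: 0% = DMSO neutral controls and 100% = 20 µM radicicol positive controls; yeast relying on Plasmodium falciparum Hsp90 in place of its own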
Ecoli viability: bacterial growth inhibition, counter-screen for AddAB inhibitors; E. coli V3065 growth, OD600 absorbance, 18 h; inhibition, % at 11.9 µM; 330,000 compounds, 0.27% hits;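 active = inhibition above the campaign's mean inhibition across all tested compounds plus 3 SD, cut at about 9.9% in these data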;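 also: uninfected addAB+ strain grown without phage in ampicillin broth; 0% = DMSO wells and 100% = ciprofloxacin 0.95 µg/ml wells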
HTR5A ag ctr: counter-screen for OPRM1-OPRD1 agonists: human HTR5A agonism. HTR5A agonist assay, luminescence, cell-based. AID 504692. activation, % at 9.3 µM. 340,000 compounds, 0.61% hits; in the data active = activation mostly above about 9.5%, no sharp cut-off; inactive = mostly below about 7.6%;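 also: 0% = cells with vehicle only and 100% = reference agonist; strong numbers were not always called active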
phage Ecoli inh: E. coli growth loss with phage present; inhibition, % at 11.9 µM; growth absorbance; 360,000 compounds, 0.26% hits; AID 651602; in the data active = inhibition above about 11%
AddAB inh: less growth of phage-infected E. coli with AddAB | E. coli expressing H. pylori AddAB, absorbance growth | inhibition, % at 11.9 µM | 330,000 compounds, 0.29% hits | AID 435030; in the data active = inhibition above about 12%;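 also: 0% = vehicle wells of infected cells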
PKA-R1A act: PKA-R1A complex activation; AID 504707; 340,000 compounds, 0.083% hits; PKA-R1A dissociation, Cy5-IP20 fluorescence polarization; scaled: DMSO 0%, 113 µM cGMP 100%; activation, % at 11.4 µM; P00514+P68181;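 active = percent activation above the mean of all tested compounds plus 3 SD, cut at about 19% in these data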;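 also: higher means more PKAc released from R1A so a rise in polarization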
Mot1-301 SUMO: inhibitors of SUMOylation pathway: yeast Mot1-301 growth rescue; S. cerevisiae Mot1-301 growth rescue, ATP luminescence, 38.5C; percent above DMSO median, 100 means doubled; AID 2716; 320,000 compounds, 1% hits; growth rescue, % at 18.8 µM;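 active = every valid replicate shows activation above 250% relative to neutral control wells; inactive = the rest, any valid replicate at or below 250%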;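 also: OY570 slx delta 5 strain wells were the positive control but not used for scaling; some compounds called inactive have numbers as strong as hits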
Pemphigus Ab inh: human desmoglein-3 autoantibody binding inhibition | binding (percent of control), % at 10 µM | DSG3-coupled beads, scFv-anti-DSG3-GFP binding, flow cytometry; stronger effect = lower value | P32926 | 310,000 compounds, 0.48% hits;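 active = binding more than 3 SD below its plate's average and above zero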;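 also: hits lower antibody fragment binding to DSG3; some compounds called inactive have numbers as strong as hits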
Target sequence (P32926 whole entry, looked up, the tested form may be a part): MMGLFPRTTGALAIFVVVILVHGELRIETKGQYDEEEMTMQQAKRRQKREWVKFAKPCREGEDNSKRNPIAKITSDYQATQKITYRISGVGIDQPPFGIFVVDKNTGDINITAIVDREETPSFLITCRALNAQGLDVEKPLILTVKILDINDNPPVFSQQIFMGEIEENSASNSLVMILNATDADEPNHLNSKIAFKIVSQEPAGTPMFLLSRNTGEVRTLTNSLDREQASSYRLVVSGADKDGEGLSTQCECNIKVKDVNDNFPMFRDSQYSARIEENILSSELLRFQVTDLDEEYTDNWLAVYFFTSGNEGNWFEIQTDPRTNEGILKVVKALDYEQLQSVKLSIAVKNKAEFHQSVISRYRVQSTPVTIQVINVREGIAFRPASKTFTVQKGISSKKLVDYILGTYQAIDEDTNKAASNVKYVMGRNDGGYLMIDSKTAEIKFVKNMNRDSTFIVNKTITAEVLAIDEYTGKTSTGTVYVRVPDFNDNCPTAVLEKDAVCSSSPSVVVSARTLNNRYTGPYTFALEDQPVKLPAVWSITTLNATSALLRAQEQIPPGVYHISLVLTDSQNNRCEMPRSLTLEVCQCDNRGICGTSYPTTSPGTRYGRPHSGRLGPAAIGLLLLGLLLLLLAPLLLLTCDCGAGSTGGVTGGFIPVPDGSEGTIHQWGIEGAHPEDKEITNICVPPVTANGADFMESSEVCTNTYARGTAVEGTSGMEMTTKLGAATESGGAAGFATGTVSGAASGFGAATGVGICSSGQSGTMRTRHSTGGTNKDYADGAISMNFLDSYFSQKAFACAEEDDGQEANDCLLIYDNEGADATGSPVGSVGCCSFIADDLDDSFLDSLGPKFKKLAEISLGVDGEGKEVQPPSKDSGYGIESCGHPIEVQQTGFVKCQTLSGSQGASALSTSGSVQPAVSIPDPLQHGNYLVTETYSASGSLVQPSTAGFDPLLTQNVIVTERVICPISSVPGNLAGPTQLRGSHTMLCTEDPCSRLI
Numbers without * were called inactive; / = not tested or not shown.

Fields: OPRM1-OPRD1 inv	HTR5A inv ag	OPRM1-OPRD1 ag	PfHsp90 yeast 2	Ecoli viability	HTR5A ag ctr	phage Ecoli inh	AddAB inh	PKA-R1A act	Mot1-301 SUMO	Pemphigus Ab inh
1	CNC(C)C#Cc1ccc2c(=O)c3ccccc3oc2c1 (stereo unspecified)
→ -13.9	-10.0	2.4	-4.9	2.6	3.7	-1.1	2.1	-2.3	191.5	128.2
2	CC1=C(O)C(=O)OC1c1c(Cl)cccc1Cl (stereo unspecified)
→ 12.5	3.0	-2.5	-22.9	0.7	0.7	0.4	2.3	-13.8	37.0	113.9
3	CC(=O)N1CCN(C(=O)c2ccc(S(=O)(=O)Nc3cccc(C(F)(F)F)c3)cc2)CC1
→ 7.8	-12.8	-1.4	/	-1.9	-5.4	2.1	-0.2	-4.8	2.9	96.6
4	COc1ccccc1C/C(N)=N/OC(=O)COc1ccc(C)cc1C
→ 0.9	-17.8	-0.2	0.7	-0.2	-1.6	6.5	0.8	-5.7	2.6	106.5
5	COc1ccccc1N1CCN(C2CCCN(C(=O)c3cc(C)oc3C)C2)CC1 (stereo unspecified)
→ 9.1	-3.1	-1.8	-4.7	2.7	-1.0	0.6	5.5	-7.5	/	102.9
6	COc1cccc(C2C(C(=O)Nc3cccnc3)=C(C)Nc3nnnn32)c1OC (stereo unspecified)
→ 2.5	-3.4	-0.5	18.4	-2.4	1.1	3.1	0.7	-8.7	13.2	/
7	CC(=O)c1cccc(NC(=O)CN2C(=O)C3C4C=CC(C4)C3C2=O)c1 (stereo unspecified)
→ 14.1	9.9	-2.5	-13.3	0.4	2.5	0.9	1.8	-7.1	12.9	104.0
8	CCn1c(CNC(=O)c2ccccc2Cl)cc2ccccc21
→ 13.2	-2.7	-2.8	-4.6	1.0	0.7	-1.7	-0.5	3.0	0.3	111.5
9	O=S(=O)(NCCc1ccccc1F)c1cccc(S(=O)(=O)N2CCOCC2)c1
→ -5.4	-8.7	1.0	-14.9	-2.0	4.1	1.9	0.3	7.2	-4.0	93.8
10	O=C(Nc1ccc(F)cc1)c1cccc(N2C(=O)C3C4C=CC(C5CC45)C3C2=O)c1 (stereo unspecified)
→ 1.8	-2.2	-0.3	8.8	0.3	-0.7	-0.2	0.9	3.2	1.2	100.3
11	O=C(CCCn1c(=S)[nH]c2cc3c(cc2c1=O)OCO3)N1CCN(c2ncccn2)CC1
→ -10.8	-0.2	2.2	16.0	0.0	0.1	2.0	1.6	-6.0	-35.7	91.2
12	COc1ccccc1C(=O)NC(=O)COC(=O)C1CC1C (stereo unspecified)
→ 1.5	6.3	-0.2	-24.4	1.8	-2.1	2.9	0.8	13.2	23.6	94.9
13	C=CCn1c(=O)n(C(=O)OCC)c2cc(Br)ccc21
→ 8.3	-5.9	-1.5	-4.0	2.2	2.1	1.7	2.4	0.0	20.1	104.9
14	N/C(Cc1ccc(Cl)cc1Cl)=N\OC(=O)c1ccccc1
→ -13.2	-8.3	1.8	/	-2.9	3.1	3.7	1.8	-1.8	-6.3	87.1
15	CC[C@H](C)C1NC(=O)[C@H](CC(=O)O)NC(=O)c2cc([N+](=O)[O-])cc(I)c2NCCC(C(N)=O)NC1=O (stereo partly specified)
→ 9.5	-3.4	-1.7	-35.7	-0.5	1.4	2.7	2.8	-1.2	-1.5	103.1
16	CCc1c(C)nc(SCC(=O)NNC(=O)c2ccco2)[nH]c1=O
→ 12.9	3.2	-2.4	11.6	0.2	-0.7	1.7	4.0	-1.8	1.0	99.9
17	CCOCCCNC(=O)c1cc2c(=O)n(CC)c3ccccc3c2s1
→ 25.4	8.8	-4.4	-5.9	0.7	-2.3	0.1	-1.1	-7.9	63.5	87.5
18	CCc1sc(C(=O)NNC(=O)CNC(=O)c2ccccc2F)cc1C
→ 11.7	-15.8	-2.7	3.8	-2.1	6.4	3.5	1.1	-5.4	1.9	/
19	Cc1ccc2nc(-c3ccc(NC(=O)C(C)Sc4nncs4)cc3)sc2c1 (stereo unspecified)
→ -6.2	-21.9	1.1	4.9	2.5	7.6	-2.7	0.9	-4.4	-7.1	105.2
20	Cc1ccc(Cn2nnc3c(=O)n(CC(=O)N4CCCCC4)cnc32)cc1
→ -4.3	3.5	0.8	3.9	2.3	0.5	2.0	3.0	-0.8	-9.9	102.7
21	COC(=O)c1cccc(NC(=O)CC2C(=O)NCCN2C(=O)Nc2ccccc2)c1 (stereo unspecified)
→ 13.7	13.6	-2.7	-18.6	-0.7	-5.7	2.3	-1.2	5.7	93.2	112.7
22	COc1ccc(C(C)NC(=O)c2ccc(Br)cc2)cc1OC (stereo unspecified)
→ 8.9	-21.1	-1.7	47.6	1.3	0.8	3.7	0.3	-10.8	-8.9	101.9
23	CC1=NN(c2ccccc2)C(=O)/C1=C/c1cn(C)c2ccccc12
→ 27.0	0.3	-5.2	7.9	-1.7	1.1	0.4	0.4	1.2	-12.3	114.9
24	Cc1csc(SC(C)C(=O)Nc2ccccc2C)n1 (stereo unspecified)
→ 2.9	8.8	-0.7	-2.6	-2.8	-3.2	-1.6	4.2	-5.8	-17.8	/
25	Cc1cccc(/C(N)=N/OC(=O)CCc2ccccc2)c1
→ -16.8	15.3	2.9	-33.7	-1.5	1.8	3.0	0.6	9.4	4.4	104.0
26	Cc1ccc(C(CC(=O)N2CCCC2)c2ccccc2)c(O)c1 (stereo unspecified)
→ -0.9	-11.2	0.2	-14.0	/	2.9	-0.6	/	5.2	-17.6	98.3
27	CCCC[C@@H]1CNC(=S)N1CCc1cccc(F)c1
→ -12.2	2.0	2.6	-20.5	-4.3	-0.9	-0.6	3.4	0.0	6.7	94.4
28	Cc1ccc(Cl)cc1N1CCN(C(=O)Cn2ncn3cccc3c2=O)CC1
→ 10.3	8.9	-1.8	4.0	1.8	-2.9	1.9	1.2	-4.6	-9.1	103.7
29	COc1ccc(-c2ccc(-c3cc(=O)oc4cc(OC)c(OC)c(OC)c34)cc2)cc1
→ 4.1	9.4	-0.8	-5.6	0.4	-2.6	4.3	-1.1	-2.3	/	108.3
30	Cc1cc(NC(=O)c2ccc([N+](=O)[O-])cc2Cl)no1
→ -18.2	7.8	3.7	1.9	-1.2	-2.1	5.5	-5.0	0.4	10.8	89.8
31	CCOc1ccc(C(=O)NCC(=O)N2CCc3ccccc3C2)cc1OCC
→ 14.4	13.8	-2.8	-15.3	0.7	-7.5	3.6	0.7	-6.4	6.8	99.9
32	COc1ccc(C(=O)Nn2cc3c(c2-c2ccccc2)c(=O)n(C)c(=O)n3C)cc1
→ -1.3	-51.2	0.2	/	-0.3	-1.0	1.9	1.5	0.0	-9.8	125.2
33	O=C(CSc1ccccn1)N/N=C/c1c[nH]c2ccccc12
→ -9.6	-23.9	1.8	-0.7	1.4	3.7	0.9	-1.8	-1.8	-24.4	97.4
34	O=C(NN=Cc1ccccc1O)C(O)(c1ccccc1)c1ccccc1
→ 1.7	2.1	-0.4	-16.7	/	-0.6	-0.3	/	9.9	/	99.4
35	CC(=O)N1CCN(S(=O)(=O)c2cccc(C(=O)Nc3ccc4c(c3)CCC4)c2)CC1
→ 9.0	-11.1	-1.6	8.6	-0.3	-0.4	3.5	1.2	-13.4	-10.6	103.1
36	COc1ccccc1/C=c1\sc2nc(-c3ccccc3OC)nn2c1=O
→ 9.9	5.7	-2.3	-2.1	-2.8	-2.1	2.4	1.8	8.0	-8.9	91.8
37	COc1ccc(/C=C(\NC(=O)c2ccc(C)cc2)C(=O)Nc2c(C)n(C)n(-c3ccccc3)c2=O)cc1
→ 4.5	-6.0	-0.6	15.2	-0.6	2.2	4.8	1.3	-3.5	9.6	92.2
38	CCCCn1c(N)c(C(=S)NC(=O)CC(C)(C)C)c(=O)n(C)c1=O
→ 15.4	6.0	-2.9	7.2	-3.9	-2.8	0.9	-3.9	-1.0	-13.3	111.2
39	Cc1ccc(-n2cccn2)cc1
→ 8.0	13.2	-1.5	-36.5	0.3	-2.9	4.9	1.4	-10.4	5.6	98.7
40	Cc1ccc(NC(=O)CSc2nc(=O)n3cc(C)ccc3n2)c(C)c1
→ 10.9	-12.0	-2.1	/	2.0	4.4	3.6	3.5	-1.8	-14.7	103.0
41	C/C=C/C=C\C(=O)Nc1cccc(C2=NOC3(C2)C[C@H](C(N)=O)N(C(=O)CC#N)C3)c1 (stereo partly specified)
→ 10.9	-17.0	-2.0	8.7	-1.9	-1.8	0.6	3.0	5.4	-2.8	110.0
42	COC(=O)[C@H](CC(C)C)NC(=O)Nc1ccccc1F
→ 9.3	-7.0	-1.8	-2.0	0.8	-6.4	2.8	7.2	-7.6	1.7	117.6
43	Cc1c(Cl)cccc1NC(=O)c1cccc(NC(=O)CCC(=O)O)c1
→ 11.1	16.4	-2.6	30.2	-3.6	12.0*	1.8	2.4	2.3	4.3	/
44	CC1Cc2ccccc2N1C(=O)Cn1cc([N+](=O)[O-])ccc1=O (stereo unspecified)
→ 17.9	4.0	-3.6	/	0.3	-1.0	2.7	3.7	2.6	-10.0	92.7
45	O=C(NNC(=S)Nc1ccc(Cl)cc1Cl)c1ccc(N2CCOCC2)c([N+](=O)[O-])c1
→ 24.0	-8.1	-3.9	-24.7	-1.1	1.0	2.5	0.3	-9.5	12.9	96.4
46	COc1ccc(CC(=O)Nc2cc(NC(=O)Cc3ccc(OC)c(OC)c3)cc(C(=O)O)c2)cc1OC
→ 18.5	7.3	-3.5	2.7	1.4	-3.0	2.5	-2.1	-1.5	-1.6	102.8

Source: PubChem (several laboratories)
